Compound activity as filed in PubChem BioAssay.
Yp Topo-I inh: Y. pestis Topo-I inhibition via cleavage products. Y. pestis Topo-I cleavage product accumulation, plate reader. activity, % at 10 µM. AID 504884. 360,000 tested, 0.064% active; in the data active = activity above about 50%, passing the limit was not always enough; inconclusive = no clear call, values can overlap the other calls; also: inactives centre near 2
MazF activator: activators of E. coli MazEF toxin-antitoxin RNase; P0AE70; FAM/BHQ RNA-DNA oligo cleavage fluorescence, 5 h; activation, % at 20 µM; 350,000 tested, 0.32% active; in the data active = activation above about 50%
Vc quorum ag: quorum light induction in luxS cqsA deficient V. cholerae; activation, % at 18.7 µM; AID 588436; 350,000 tested, 0.16% active; V. cholerae BH1578 lux reporter, luminescence, 6 h; in the data active = activation mostly above about 9.7%, no sharp cut-off; inconclusive = no clear call, values can overlap the other calls; inactive = mostly below about 3.7%; also: not every result past the cut was called active; inactives centre near 0; reference of the scale not given here
PriA SSB inh: blocks PriA binding to SSB C-terminal tail; AID 1272365; inhibition, % at 33 µM; 430,000 tested, 0.6% active; AlphaScreen SSBct-PriA binding, biotinylated peptide; in the data active = inhibition mostly above about 37%, no sharp cut-off; inactive = mostly below about 20%;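 also: plate controls were negative control peptide for no effect and reference peptide for full effect; strong numbers were not always called active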
SARS 3CLpro inh: SARS-CoV 3CLpro protease inhibition; P0C6X7; recombinant SARS-CoV 3CLpro, quenched FRET peptide cleavage; inhibition, % at 6 µM; 290,000 tested, 0.14% active; in the data active = inhibition above about 12%
Rv3671c protease: inhibitors of M. tuberculosis serine protease Rv3671c. P9WHR9. inhibition, % at 5.96 µM. 320,000 tested, 0.048% active. AID 2606; in the data active = inhibition above about 38%;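 also: extracellular domain of Rv3671c used as enzyme; 0% = enzyme with DMSO and 100% = no enzyme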
Anthrax LF inh2: inhibitors of Bacillus anthracis lethal factor protease; P15917; inhibition, % at 10 µM; AID 588501; 360,000 tested, 0.12% active; multiplex microsphere protease cleavage assay, LF; in the data active = inhibition above about 30%; inconclusive = no clear call, values can overlap the other calls; also: plate controls were buffer without enzyme for full effect and enzyme alone for no effect
Target sequence (P15917 whole entry, looked up): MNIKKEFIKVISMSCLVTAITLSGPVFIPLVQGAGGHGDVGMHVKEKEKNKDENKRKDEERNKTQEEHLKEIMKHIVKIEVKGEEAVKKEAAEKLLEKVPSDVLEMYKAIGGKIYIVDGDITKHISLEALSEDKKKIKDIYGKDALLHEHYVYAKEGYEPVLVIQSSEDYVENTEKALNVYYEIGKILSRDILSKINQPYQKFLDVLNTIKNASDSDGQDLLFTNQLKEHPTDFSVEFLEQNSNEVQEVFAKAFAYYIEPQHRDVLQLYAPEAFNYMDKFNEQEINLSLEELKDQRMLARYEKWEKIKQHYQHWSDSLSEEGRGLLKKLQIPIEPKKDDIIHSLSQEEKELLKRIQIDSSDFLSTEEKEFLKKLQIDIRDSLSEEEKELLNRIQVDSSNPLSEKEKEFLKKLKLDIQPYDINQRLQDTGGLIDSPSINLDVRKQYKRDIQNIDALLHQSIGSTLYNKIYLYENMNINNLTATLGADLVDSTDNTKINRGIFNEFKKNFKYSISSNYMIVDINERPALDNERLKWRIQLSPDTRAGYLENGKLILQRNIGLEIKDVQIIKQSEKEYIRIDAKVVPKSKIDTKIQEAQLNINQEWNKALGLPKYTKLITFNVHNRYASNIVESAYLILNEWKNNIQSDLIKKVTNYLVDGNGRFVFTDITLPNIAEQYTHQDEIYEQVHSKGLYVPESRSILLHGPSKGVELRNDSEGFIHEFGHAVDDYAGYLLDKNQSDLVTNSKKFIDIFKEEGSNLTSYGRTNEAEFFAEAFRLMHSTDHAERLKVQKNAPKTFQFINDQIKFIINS
PfHsp40 yeast: restores yeast growth despite PfHsp40 toxicity; S. cerevisiae expressing PfHsp40, growth rescue, ATP luminescence; growth rescue, % at 12.5 µM; 340,000 tested, 0.68% active; in the data active = growth rescue above about 28%, passing the limit was not always enough; inconclusive = no clear call, values can overlap the other calls;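 also: yeast W303a lacking pdr1 and pdr3 grown in galactose medium; growth measured after three days at 30 °C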
TcdB inh: inhibitors of Clostridioides difficile toxin B glycohydrolase | P18177 | TcdB glycohydrolase enzymatic assay, plate reader | inhibition, % at 9.99 µM | 350,000 tested, 0.24% active; in the data active = inhibition above about 10%
DUSP3 inh: DUSP3 (human) phosphatase inhibition. 290,000 tested, 0.52% active. inhibition, % at 13.3 µM. AID 1654. recombinant VHR phosphatase, pNPP absorbance; in the data active = inhibition above about 50%; also: some compounds called inactive have numbers as strong as hits
Target sequence (P51452 whole entry, looked up): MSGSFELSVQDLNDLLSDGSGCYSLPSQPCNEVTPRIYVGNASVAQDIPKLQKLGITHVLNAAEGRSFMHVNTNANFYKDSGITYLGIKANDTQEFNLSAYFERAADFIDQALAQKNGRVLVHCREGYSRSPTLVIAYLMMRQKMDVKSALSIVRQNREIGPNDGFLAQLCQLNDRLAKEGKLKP
* hit, by the source's call; i = inactive; ? = inconclusive; nt = no result given; & = joins results of further samples. Not all compounds are listed; the hit share may differ from the screen's.

item	Compound	Yp Topo-I inh	MazF activator	Vc quorum ag	PriA SSB inh	SARS 3CLpro inh
1	Cc1ccc(S(=O)(=O)N/N=c2\sc3ccccc3n2C)cc1	0	-14	-0.2	nt	6
2	COc1cccc(CN2CC(C(=O)NCCCn3cccn3)CCC2=O)c1 (centres undefined)	-6	9	0.3	0	-4
3	CC1CCCCC1NS(=O)(=O)c1ccc2c(c1)CC(=O)N2C (centres undefined)	10	-2	-0.3	-11	0
4	Cc1c(C(=O)N2CCCc3ccccc32)oc2ccccc12	26	7	-0.4	-14	5
5	COc1ccc(C(=O)Nc2cnc3ccccn3c2=O)cc1	7	-2	-0.2	-11	1
6	O=S(=O)(c1cnc(Cl)c(Cl)c1)N1CCc2ccccc21	7	5	-0.5	-5	-5
7	O=C(NCc1ccccn1)c1cc2c(ccc3ccccc32)oc1=O	0	-14	-0.8	-4	-2
8	COc1ccc(CCNC(=O)CN2C(=O)NC(c3ccccc3)(c3ccccc3)C2=O)cc1	15	-1	i	-6	nt
9	CCC1C(=O)N=C(SCC(=O)Nc2ccc(Br)cn2)NC1=O (centres undefined)	2	-6	-0.1	-3	-2
10	O=C(CCCl)Nc1ccc(S(=O)(=O)NCc2ccco2)cc1	-3	-4	i	0	1
11	COc1cc(C2/C(=C(\O)c3ccc4c(c3)CC(C)O4)C(=O)C(=O)N2Cc2ccco2)ccc1O (centres undefined)	1	-4	-0.5	nt	4
12	CCc1ccc(N2C(=O)CC(=O)NC2=O)cc1	4	3	i	-2	-1

item	Rv3671c protease	Anthrax LF inh2	PfHsp40 yeast	TcdB inh	DUSP3 inh
1	5	2	-1.7	nt	19
2	1	-3	-0.4	-0.2	5
3	-3	0	-1.2	-1.3	-2
4	3	-2	0.2	-0.6	31
5	5	-3	0.4	-0.4	23
6	6	2	-0.1	1.0	-5
7	-5	-2	-0.2	0.6	2
8	1	0	18	1.8	nt
9	-10	-1	-0.3	1.2	17
10	6	-6	-0.6	0.5	11
11	1	9	2.9	-3.3	30
12	-13	-1	-1.1	0.9	-2

Later entries:
item	Compound	Yp Topo-I inh	MazF activator	Vc quorum ag	PriA SSB inh	SARS 3CLpro inh
13	CSc1ccc(/C=N\NC(=O)CC(=O)NC(C)C)cc1	0	0	i	nt	5
14	O=S(=O)(c1ccc2nc(Nc3ccccc3)ccc2c1)N1CCCCC1	-20	2	-1.0	-46	5
15	Cc1cccc(CNCCc2c[nH]c3ccccc23)c1	1	6	-0.9	11	3
16	COn1c(SCC(=O)N(C)C)nc2ccccc2c1=O	6	4	-1.0	-6	-3
17	CCC(=O)c1ccc(OCC(=O)OCC(=O)N2CCc3ccccc32)cc1	6	-7	-2.2	-2	nt
18	Cc1ccc(NC(=O)Cc2c(C(=O)O)n(C)c3ccccc23)cc1F	2	7	i	-4	8
19	Cc1cc2ncn(-c3ncnc4sc5c(c34)CCCC5)c2cc1C	nt	0	nt	-17	-1
20	CCOC(=O)c1c(N2C(=O)Nc3ccccc3N2O)sc2c1CCCCC2	-3	-1	i	-12	4
21	CC(C(=O)Nc1ncn[nH]1)N1C(=O)c2ccccc2C1=O (centres undefined)	3	6	i	-19	0
22	O=C(CCc1ccccc1)NNC(=O)Cc1ccc(Cl)cc1	6	-5	-0.4	5	0
23	Cn1c(CCNC(=O)c2ccco2)nc2cc(NC(=O)c3ccccc3Cl)ccc21	8	-4	-0.7	-13	-4
24	Cc1ccc(C(=O)COc2ccccc2N2C(=O)c3ccccc3C2=O)cc1	27	5	i	-8	1

item	Rv3671c protease	Anthrax LF inh2	PfHsp40 yeast	TcdB inh	DUSP3 inh
13	2	1	0.3	1.0	25
14	0	-3	0.3	-0.6	29
15	4	-6	0.8	0.1	-5
16	-8	-3	1.2	nt	10
17	-9	-2	0.1	1.2	nt
18	6	2	-0.3	1.6	16
19	2	nt	nt	nt	4
20	1	0	0.1	0.0	-7
21	-13	-1	-0.6	nt	22
22	-1	3	nt	3.1	2
23	-15	-2	-1.7	0.9	21
24	-2	-1	-0.4	-0.2	16

Next entries follow:
item	Compound	Yp Topo-I inh	MazF activator	Vc quorum ag	PriA SSB inh	SARS 3CLpro inh
25	C=CCOc1cccc(/C=N/NC(=O)C(=O)NCc2ccco2)c1	13	-25	i	nt	-5
26	C/C(=N\OC(=O)NC(C)C)c1sc(-c2ccc(Cl)cc2)nc1C	36	2	i	nt	-2
27	CCCNc1cc(C)c(C#N)c2nc3ccccc3n12	-5	10	i	-6	-7
28	CCN(CC)CCCC1(CN)OCCc2ccccc21 (centres undefined)	3	1	nt	0	-6
29	COc1ccc2c(CC(=O)OCC(=O)Nc3ccc(C)cc3)coc2c1	8	-7	-2.1	5	nt
30	O=C(O)/C=C/C(=O)Nc1ccc(Cl)cc1C(=O)c1ccccc1	0	2	-1.0	-2	7
31	Cc1nnc(SCC(=O)Nc2cccc(Br)c2)s1	2	4	i	-1	nt
32	CCCCNC(=O)NNC(=O)c1cc(C)on1	-13	11	i	-2	2
33	CC(=O)Nc1ccc(S(=O)(=O)NCCC(=O)Nc2cc(C)ccn2)cc1	-11	7	-1.9	-3	nt
34	Clc1ncc2[nH]cnc2n1	0	8	-0.2	-5&-3	0
35	O=[N+]([O-])c1ccccc1OCCCn1cnc2ccccc21	6	-2	i	8	6
36	CNC(=O)NNC(=O)c1csc(Cc2c(Cl)sc3ccc(Cl)cc23)n1	17	5	i	-9	2

item	Rv3671c protease	Anthrax LF inh2	PfHsp40 yeast	TcdB inh	DUSP3 inh
25	3	-2	-1.6	nt	27
26	5	-2	0.2	nt	19
27	-3	-7	-0.3	nt	-9
28	5	0	1.0	nt	5
29	-9	-4	2.9	0.7	nt
30	0	17	1.4	0.7	-10
31	1	-3	0.0	0.5	nt
32	2	-8	-0.4	0.8	23
33	9	-2	0.8	0.9	nt
34	7	6	-0.8	0.7	8
35	nt	5	-0.5	2.2	39
36	4	3	4.0	1.2	13

Additional entries:
item	Compound	Yp Topo-I inh	MazF activator	Vc quorum ag	PriA SSB inh	SARS 3CLpro inh
37	CC(C)(C)[C@H](NC(=O)c1ccc(N)c(Cl)c1)C(=O)N1CCC[C@H]1C(=O)N[C@H](C#N)CC(=O)O	6	nt	-0.7	nt	nt
38	O=C(NNS(=O)(=O)c1ccc(Br)cc1)c1ccncc1	1	2	-0.2	2	2
39	CC(C)[C@H](NC(=O)N1CCn2c1nc1ccccc12)C(=O)NCC1CCCO1 (some centres undefined)	2	1	-2.2	-8	4
40	N#Cc1c(NC(=O)c2cccc(S(=O)(=O)Nc3ccc(C(=O)O)cc3)c2)sc2c1CCCC2	8	3	-0.5	4	8
41	CC(CC(C)(C)N1CC1)=NNC(=O)Nc1cccc2ccccc12	-7	-1	-0.8	2	nt
42	O=C(CSc1nc2ccccc2c(=O)n1-c1ccc(F)cc1)Nc1ccc(N2CCOCC2)cc1	1	-8	-0.3	-1	-5
43	CCN(C[C@H]1N[C@@](Cc2ccccc2)(C(=O)OC)[C@H]2C(=O)N(C)C(=O)[C@@H]12)C(=O)Nc1ccc(C)cc1	9	-3	i	-4	nt
44	COc1cccc(C(O)c2nc(-c3cccc(NC(C)=O)c3)cs2)c1 (centres undefined)	9	nt	-0.9	nt	nt
45	CCOc1ccc(NC(=O)COC(=O)C2CCC(=O)N2)c([N+](=O)[O-])c1 (centres undefined)	-2	-29	-2.0	-5	nt
46	Cn1c(=O)c2c(n(Cc3ccccc3)c1=O)NC(=O)C2CC(=O)NCc1cccc(Cl)c1 (centres undefined)	-7	-7	-6.2	11	1
47	CCOc1ccc2nc(SCc3ccc(F)cc3)sc2c1	30	-3	-0.4	-27	4
48	COc1cccc(C(=O)Nc2ccc(S(=O)(=O)N3CCN(C)CC3)cc2)c1	3	6	-4.0	-13	-2

item	Rv3671c protease	Anthrax LF inh2	PfHsp40 yeast	TcdB inh	DUSP3 inh
37	nt	-7	nt	0.5	nt
38	4	-2	-0.5	nt	26
39	2	-2	0.8	0.9	0
40	-14	-2	5.1	-5.1	4
41	nt	-4	-1.4	-0.1	nt
42	-1	-1	1.7	-0.3	12
43	4	4	0.5	1.9	nt
44	nt	-1	nt	-0.2	nt
45	nt	?	1.5	3.0	nt
46	3	-4	-0.4	nt	21
47	1	0	-0.5	nt	-8
48	5	-6	-1.7	0.0	14

Next section.
item	Compound	Yp Topo-I inh	MazF activator	Vc quorum ag	PriA SSB inh	SARS 3CLpro inh
49	CC(C)CN1CCC(CN(C)Cc2nc(-c3cnccn3)no2)CC1	9	2	i	-18	3
50	O=C(Nc1ccccc1Cl)NC1(C(=O)N2CCCCC2)CCCCC1	-7	13	-0.5	-21	2
51	CCOC(=O)c1[nH]c2ccccc2c1NC(=O)c1ccc(S(=O)(=O)N2CCCC2)cc1	23	12	-0.3	5&-8	1
52	CCOC(=O)c1c(NS(=O)(=O)c2ccc(Br)cc2)sc2c1CCC2	-8	-5	nt	1	4
53	CCc1ccccc1NC(=S)NCc1cccn1C	-5	1	1.1	27	0
54	COCCn1c(C)cc(C(=O)CSc2n[nH]c(N)n2)c1C	8	7	nt	-4&-6	-4
55	COC(=O)c1ccc(OCCOc2ccccc2)cc1	11	7	i	-25	0
56	Cc1cccnc1C(NC(=O)C1CCN(CCCc2ccccc2)CC1)c1ccc(F)cc1 (centres undefined)	14	nt	-0.3	nt	nt

item	Rv3671c protease	Anthrax LF inh2	PfHsp40 yeast	TcdB inh	DUSP3 inh
49	4	-6	0.7	0.6	-8
50	3	-2	0.2	nt	16
51	8	-2	-0.6	-1.1	8
52	5	-1	0.9	nt	nt
53	-1	0	-0.5	nt	4
54	0	-1	1.0	nt	-19
55	6	-3	2.2	nt	-5
56	nt	4	nt	1.6	nt

In a second layout: entries from further up.
| item | canonical_smiles | Yp Topo-I inh | MazF activator | Vc quorum ag | PriA SSB inh | SARS 3CLpro inh | Rv3671c protease | Anthrax LF inh2 | PfHsp40 yeast | TcdB inh | DUSP3 inh |
| --- | --- | --- | --- | --- | --- | --- | --- | --- | --- | --- | --- |
| 29 | COc1ccc2c(CC(=O)OCC(=O)Nc3ccc(C)cc3)coc2c1 | 8 | -7 | -2.1 | 5 | nt | -9 | -4 | 2.9 | 0.7 | nt |
| 36 | CNC(=O)NNC(=O)c1csc(Cc2c(Cl)sc3ccc(Cl)cc23)n1 | 17 | 5 | i | -9 | 2 | 4 | 3 | 4.0 | 1.2 | 13 |
